Source: PubChem BioAssay (several laboratories)
RGS7-Gao reg – modulates binding of RGS7 to human Galphao; actives 0.35% (n = 220,000); Multiplexed bead flow cytometry; actives lie on both sides; P09471; binding response (% of control), % at 10 µM; AID 1439; in the data active = binding response below about 49% or above about 150%; inconclusive = no clear call, values can overlap the other calls; inactive = in between;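 note: fluorescent Galphao held in activated GDP-AlF4 state binding bead-coupled RGS7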
Bcl-B Bim block – disrupts Bim peptide binding to human Bcl-B | AID 951 | actives 0.073% (n = 190,000) | bead-based flow cytometry | inhibition, % at 10 µM;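 note: 0% = tracer peptide without compound and 100% = reference inhibitor peptide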
Bcl-2 Bim block – human Bim-Bcl-2 interaction inhibition; P10415; AID 950; actives 0.06% (n = 190,000); Bead-based flow cytometry, Bim peptide-Bcl-2 binding; inhibition, % at 10 µM; in the data active = inhibition above about 40%; inconclusive = no clear call, values can overlap the other calls;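 note: 0% = no compound wells with probe peptide and 100% = reference peptide inhibitor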
Target sequence (P10415 whole entry, looked up): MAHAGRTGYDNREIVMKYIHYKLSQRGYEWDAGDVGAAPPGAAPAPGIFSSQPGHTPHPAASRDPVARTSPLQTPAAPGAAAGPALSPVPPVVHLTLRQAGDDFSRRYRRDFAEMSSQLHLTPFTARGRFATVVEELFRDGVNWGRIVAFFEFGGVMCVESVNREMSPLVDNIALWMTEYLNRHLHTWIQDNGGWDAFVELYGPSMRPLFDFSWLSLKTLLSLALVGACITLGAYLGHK
Bcl-W Bim block – disrupts Bim peptide binding to human Bcl-W; Q92843; bead-based flow cytometry; inhibition, % at 10 µM; actives 0.02% (n = 190,000); AID 952;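 note: 0% = bound tracer without compound and 100% = peptide blocker; higher means less fluorescent Bim peptide bound to Bcl-W beads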
Target sequence (Q92843 whole entry, looked up): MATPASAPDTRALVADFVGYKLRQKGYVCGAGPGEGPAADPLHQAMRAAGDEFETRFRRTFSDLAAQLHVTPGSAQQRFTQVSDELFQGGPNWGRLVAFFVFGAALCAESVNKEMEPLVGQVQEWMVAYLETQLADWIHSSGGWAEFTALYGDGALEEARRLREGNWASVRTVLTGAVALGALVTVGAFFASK
RGS8-Gao reg – regulators of human RGS8-Galphao interaction; P09471; multiplexed bead flow cytometry, RGS8-Galphao binding; actives lie on both sides; response (percent of control binding), % at 10 µM; actives 0.34% (n = 220,000); AID 1423; in the data active = response below about 60% or above about 140%; inactive = in between;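 note: Galphao activated as the GDP aluminium fluoride complex binding bead-coupled RGS8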
Bfl-1 Bim block – human Bim-Bfl-1 interaction inhibition | Q16548 | Bead-based flow cytometry, Bim-Bfl-1 binding inhibition | inhibition, % at 10 µM | actives 0.12% (n = 190,000) | AID 1008;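 note: 0% = wells without compound plus tracer and 100% = blocker peptide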
Bim-Bcl-XL – inhibitors of Bim-Bcl-XL interaction, human; Bim peptide-Bcl-XL binding, bead flow cytometry, fluorescence; inhibition, % at 10 µM; actives 0.04% (n = 190,000)
Target sequence (Q07817 whole entry, looked up): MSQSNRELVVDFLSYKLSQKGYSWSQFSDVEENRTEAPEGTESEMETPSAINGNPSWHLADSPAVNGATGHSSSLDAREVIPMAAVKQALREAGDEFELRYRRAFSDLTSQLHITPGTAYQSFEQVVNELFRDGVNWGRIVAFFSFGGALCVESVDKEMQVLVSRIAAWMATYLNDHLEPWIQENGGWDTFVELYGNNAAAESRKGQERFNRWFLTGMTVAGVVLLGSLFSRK
Mcl1-Bid inh – disrupts binding of human Mcl-1 to Bid peptide. Q07820. actives 0.97% (n = 220,000). AID 1021. TR-FRET Mcl-1/Bid-Dy647 peptide binding, 1536-well. inhibition, % at 21.7 µM;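 active = compounds that cut the binding signal by more than half at the single screening dose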;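 note: His-tagged Mcl-1 with europium anti-His antibody binding Bid BH3 peptide; 0% = Mcl-1 plus peptide wells and 100% = peptide-only wells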
Target sequence (Q07820 whole entry, looked up): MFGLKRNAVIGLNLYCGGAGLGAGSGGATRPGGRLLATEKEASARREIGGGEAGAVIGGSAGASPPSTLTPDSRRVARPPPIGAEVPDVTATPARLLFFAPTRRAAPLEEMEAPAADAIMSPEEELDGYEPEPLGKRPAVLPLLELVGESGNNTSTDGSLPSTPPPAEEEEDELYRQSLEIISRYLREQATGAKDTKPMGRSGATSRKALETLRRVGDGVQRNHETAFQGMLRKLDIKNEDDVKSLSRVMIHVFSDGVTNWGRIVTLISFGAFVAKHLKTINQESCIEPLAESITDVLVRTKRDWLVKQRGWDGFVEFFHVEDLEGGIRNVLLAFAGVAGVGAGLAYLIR
RGS4-Gao reg – human RGS4-Galphao interaction regulation; Multiplexed bead flow cytometry, RGS4-Galphao binding; actives lie on both sides; binding response (% of control), % at 10 µM; actives 0.33% (n = 220,000); AID 1415; in the data active = binding response below about 49% or above about 150%; inactive = in between;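 note: fluorescent Galphao activated with aluminum fluoride binding bead-coupled RGS4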
Mcl-1 Bim block – disrupts Bim peptide binding to human Mcl-1; Q07820; Bead-based flow cytometry, Bim peptide-Mcl-1 binding; inhibition, % at 10 µM; actives 0.1% (n = 190,000); AID 1009;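 note: 0% = no compound tracer wells and 100% = peptide blocker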
Mcl1 Noxa PPI – Mcl-1/Noxa interaction inhibition; TR-FRET Mcl-1/Noxa peptide binding, 2 h; Q07820; inhibition, % at 21.7 µM; actives 1.5% (n = 220,000);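 active = compounds that cut the protein-peptide binding signal by more than 50% relative to plate controls in a single-dose test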;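 note: His-tagged Mcl-1 with rhodamine Noxa BH3 peptide and terbium anti-His antibody; 0% = Mcl-1 plus Noxa peptide wells and 100% = peptide-only wells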
* marks the source's active call; other numbers are inactive results; ? = inconclusive; / = no result given; [ ] = another dose, or the depositor's remark. Cut-off read from the data, not from the text of the source, unless noted: active = inhibition above about 40%.

SMILES	RGS7-Gao reg	Bcl-B Bim block	Bcl-2 Bim block	Bcl-W Bim block	RGS8-Gao reg	Bfl-1 Bim block	Bim-Bcl-XL	Mcl1-Bid inh	RGS4-Gao reg	Mcl-1 Bim block	Mcl1 Noxa PPI
Nc1ccccc1S(=O)(=O)C(F)F	?	/	/	/	100	/	/	-13	97	/	-23
O=C(c1cccs1)N1CCN(S(=O)(=O)c2cccs2)CC1	?	0	0	0	102	4	-2	-24	102	0	-4
CC1C/C(=N/N2C(=O)CSC2=S)CC(C)(C)C1 (centres undefined)	102	-7	-14	-6	106	-14	-8	-16	104	-5	0
COc1ccccc1-n1nnnc1SCC(=O)Nc1ccccn1	100	-4	-4	-2	99	-2	-3	-29	100	-4	7
CC(C(=O)N1CCCc2c1c(=O)oc1ccc(O)cc21)N1CCc2ccccc2C1 (centres undefined)	104	-7	-9	0	106	-13	-6	-12	103	0	19
COc1ccc(N(C(=O)C(C)C)S(=O)(=O)c2cccc3cccnc23)cc1	102	-6	-3	-1	102	0	-7	-11	101	-2	-4
Cc1cc(=O)nc2c3ccccc3n(C(C)C(=O)Nc3c(F)c(F)c(F)c(F)c3F)n12 (centres undefined)	103	0	0	0	106	-5	1	-4	103	2	-3
O=c1cc(O)c2sc(Nc3ccc(F)c(Cl)c3)nc2[nH]1	93	10	7	4	101	8	5	-94	99	3	53*
COc1cccc(NC(=O)c2ccccc2SC)c1	98	-3	0	1	96	0	-2	-19	95	-3	15
CC(=O)N1C(=O)C2(C(C#N)=C(N)Oc3n[nH]c(-c4ccccn4)c32)c2ccccc21 (centres undefined)	105	-7	-5	-4	106	-5	-6	-33	107	-2	-13
O=C(Oc1cc2oc(=O)c3c(c2cc1Cl)CCCC3)c1cccs1	99	-6	3	-4	99	0	-5	-18	102	-4	4
CSc1ccc(C(=O)C2CCCN(C(=O)c3cccc(N4CCOCC4)c3)C2)cc1 (centres undefined)	102	1	0	1	98	-4	-2	1	97	-2	32
COc1ccc(/C=C/C(=O)c2ccc(C)c([N+](=O)[O-])c2)cc1O	103	-3	-7	-1	102	-1	0	4	101	0	23
CCCOc1ccc(NC(N)=O)cc1OCCC	101	0	-5	-4	103	-3	-3	-35	100	-2	0
COC(=O)c1c(NC(=O)CN2CCC3(O)CCCCC3C2c2ccc(OC)cc2OC)sc(C)c1C (centres undefined)	102	-23	5	2	101	17	-5	-47	98	-5	46

Mcl1 Noxa PPI, entries above that show a hit
SMILES	RGS7-Gao reg	Bcl-B Bim block	Bcl-2 Bim block	Bcl-W Bim block	RGS8-Gao reg	Bfl-1 Bim block	Bim-Bcl-XL	Mcl1-Bid inh	RGS4-Gao reg	Mcl-1 Bim block	Mcl1 Noxa PPI
O=c1cc(O)c2sc(Nc3ccc(F)c(Cl)c3)nc2[nH]1	93	10	7	4	101	8	5	-94	99	3	53*

Going on with the list:
SMILES	RGS7-Gao reg	Bcl-B Bim block	Bcl-2 Bim block	Bcl-W Bim block	RGS8-Gao reg	Bfl-1 Bim block	Bim-Bcl-XL	Mcl1-Bid inh	RGS4-Gao reg	Mcl-1 Bim block	Mcl1 Noxa PPI
CO/N=C/c1ccc(Oc2ccc([N+](=O)[O-])cc2[N+](=O)[O-])c(OC)c1	98	-3	-1	0	101	1	-5	-20	99	0	0
Cc1[nH]c2ccccc2c1SCc1nnc(SCc2ccccc2)n1C	?	/	/	/	100	/	/	-11	102	/	12
CCOC(=O)C1CCCN(Cc2cn[nH]c2-c2ccc(F)cc2F)C1 (centres undefined)	102	-3	-2	0	101	-6	0	-24	104	-1	9
O=C(c1ccc(F)cc1F)N(Cc1ccccn1)Cc1ccco1	89	-8	-5	-1	98	-7	-13	13	85	-3	2
CC1=C(C)CC(C(=O)Nc2cccc(Cl)c2)C(C(=O)O)C1 (centres undefined)	99	-7	-6	3	101	-8	-2	-50	103	0	11
COc1cc(NC(=O)CCC2CCCC2)cc(-n2cnnn2)c1	101	-3	-1	-3	101	-1	-3	-7	102	-4	-19
CCN(C(=O)c1ccccc1Cl)c1ccccc1	98	0	-3	2	100	-7	-2	-6	100	0	3
CSc1sc(C(=O)O)c2c1C(=O)CCC2	98	-9	-7	3	102	-12	-2	-24	106	1	8
CCOC(=O)/C(C#N)=C\N(C)C	86	3	2	1	92	-1	0	-38	84	-1	-10
CSc1nc(/C=C2\C=Nc3ccccc32)c(O)n1C	92	-10	-5	-3	97	-14	-2	-78	92	0	-6
Cc1nc(-c2ccccc2)sc1C(=O)O	?	-4	-3	0	101	-5	-6	-16	98	0	0
CCOCCCNC(=O)C(c1ccccc1)N(Cc1ccc2c(c1)OCO2)C(=O)c1ccccc1O (centres undefined)	111	-3	-4	0	103	-4	-2	-35	113	0	-2
Cc1c(CNCC(C)c2ccccc2)c(C(=O)O)c(C)n1Cc1ccccc1 (centres undefined)	93	-2	-3	-4	101	-1	-4	-29	98	-1	-6
CCn1c(-c2cccnc2)n[nH]c1=S	85	-3	4	-5	71	-1	-1	-18	73	-4	15
Cc1ccccc1OCC(=O)N(Cc1nc(-c2ccccc2)no1)C(C)C	100	-6	-12	-1	108	-10	-4	8	103	-5	2

Structures from the list above that contain a nitro group on carbon:
SMILES	RGS7-Gao reg	Bcl-B Bim block	Bcl-2 Bim block	Bcl-W Bim block	RGS8-Gao reg	Bfl-1 Bim block	Bim-Bcl-XL	Mcl1-Bid inh	RGS4-Gao reg	Mcl-1 Bim block	Mcl1 Noxa PPI
COc1ccc(/C=C/C(=O)c2ccc(C)c([N+](=O)[O-])c2)cc1O	103	-3	-7	-1	102	-1	0	4	101	0	23
CO/N=C/c1ccc(Oc2ccc([N+](=O)[O-])cc2[N+](=O)[O-])c(OC)c1	98	-3	-1	0	101	1	-5	-20	99	0	0

Later entries:
SMILES	RGS7-Gao reg	Bcl-B Bim block	Bcl-2 Bim block	Bcl-W Bim block	RGS8-Gao reg	Bfl-1 Bim block	Bim-Bcl-XL	Mcl1-Bid inh	RGS4-Gao reg	Mcl-1 Bim block	Mcl1 Noxa PPI
CN1CCN(C(=O)CSc2nc(-c3cccs3)cc(-c3cccs3)c2C#N)CC1	112	-22	-9	-9	102	-5	-4	/	109	-5	/
NCCCC[C@@H]1NC(=O)[C@H](CCC(=O)O)NC(=O)c2cc([N+](=O)[O-])cc(I)c2OCC[C@@H](C(N)=O)NC1=O	100	-2	0	-4	99	0	0	7	102	0	-17
Cc1cc(=O)n2nc(N3CCCC(C(=O)NCc4ccco4)C3)sc2n1 (centres undefined)	101	-5	-2	4	99	-8	-2	3	99	0	2
CC1CCCN(S(=O)(=O)c2ccc(C(=O)Nc3nnc(-c4ccccc4Cl)o3)cc2)C1 (centres undefined)	95	-9	-13	-5	84	-23	-11	-113	76	-6	-63
CC(Oc1cccc(Cl)c1)C(=O)Nc1cc(=O)n(C)c(=O)n1C (centres undefined)	101	-4	-5	-2	95	-3	-5	-14	102	-6	17
CCC1SC(CC)C(=O)N(CC(=O)Nc2ccc3c(c2)OCO3)C1=O (centres undefined)	99	-7	-5	-2	102	-11	-4	-30	98	-1	8
CC(C)(C)C(=O)NC(=S)Nc1cc(C(F)(F)F)ccc1N1CCOCC1	104	-7	-6	5	101	-14	-33	-26	106	0	13
O=C1CC[C@@H](C(=O)N2CSC[C@H]2C(=O)O)N1	96	-4	-4	-1	96	-1	0	3	97	-4	-13
N#Cc1cc(O)c(-n2nnc3ccccc32)cc1C#N	98	1	0	0	90	7	3	9	97	2	13
C/[N+]([O-])=C\C1C(=O)CCCC1=O	95	-1	0	0	103	-3	-3	-36	102	1	22
CCCCS(=O)CC(COCc1ccccc1)OC(=O)CSc1nc(C)cc(C)n1 (centres undefined)	94	-4	-1	-7	97	-2	-3	-6	93	-6	36
CCC(=O)Nc1ccc(NC(=O)c2ccc3c(c2)OCO3)cc1	100	-2	-7	0	99	-13	2	-3	102	4	16
Cc1ccc(SCCC(=O)NCC2CCCO2)cc1 (centres undefined)	102	-2	0	-1	100	0	0	-17	101	-5	-17
c1ccc(-n2nnc3cnccc32)cc1	92	-3	-3	-1	92	-6	-3	1	91	-1	-13
O=C(CSc1nnc(CNc2ccc(F)cc2)n1-c1ccccc1)N1CCOCC1	101	2	3	-4	104	10	-3	-21	101	-4	1

In the list so far, two contain a furan ring, fused or not.
SMILES	RGS7-Gao reg	Bcl-B Bim block	Bcl-2 Bim block	Bcl-W Bim block	RGS8-Gao reg	Bfl-1 Bim block	Bim-Bcl-XL	Mcl1-Bid inh	RGS4-Gao reg	Mcl-1 Bim block	Mcl1 Noxa PPI
O=C(c1ccc(F)cc1F)N(Cc1ccccn1)Cc1ccco1	89	-8	-5	-1	98	-7	-13	13	85	-3	2
Cc1cc(=O)n2nc(N3CCCC(C(=O)NCc4ccco4)C3)sc2n1 (centres undefined)	101	-5	-2	4	99	-8	-2	3	99	0	2

Remaining list, next part.
SMILES	RGS7-Gao reg	Bcl-B Bim block	Bcl-2 Bim block	Bcl-W Bim block	RGS8-Gao reg	Bfl-1 Bim block	Bim-Bcl-XL	Mcl1-Bid inh	RGS4-Gao reg	Mcl-1 Bim block	Mcl1 Noxa PPI
CCOC(=O)c1cccc(NC2c3ccccc3C(=O)N2Cc2ccco2)c1 (centres undefined)	97	-6	-3	0	97	-6	-3	-23	101	-1	-15
Cn1c(=O)c2nc3ccccc3nc2n(C)c1=O	96	-7	-4	0	99	-2	-4	29	95	0	29
Cc1cc(C)nc(NC(=O)CSc2nn(C)c(=S)s2)n1	102	-6	-5	-1	101	-6	2	45	100	-2	8
COc1ccc(CN2CCN(C(=O)CC(C)C)CC2)c2ccccc12	102	-1	-1	-2	102	0	-1	12	104	-1	13
CC1CN(S(=O)(=O)c2cccc(C(=O)OCC(=O)c3cccs3)c2)CC(C)O1 (centres undefined)	100	0	-3	-1	102	-2	-3	-20	100	-2	-1
COc1ccc(OC)c(N=c2ssnc2Cl)c1	97	-15	5	7	75	41*	0	-22	90	10	21
CC1=C(C#N)C(c2cccnc2)C2=C(CC(c3ccc(Cl)cc3)CC2=O)N1 (centres undefined)	100	-7	-6	1	100	-14	-9	-7	102	-2	11
O=C(Nc1ccccc1)Nc1ccc(F)cc1F	95	2	-3	-1	100	4	0	-32	97	0	-19
Cc1[nH]cnc1CSCc1ccc(Cl)cc1	134	-5	0	-3	147*[activator]	0	-7	-20	134	0	11
CCCCn1nc2cc(C(=O)NCc3ccccc3OC)ccc2c1OCC	96	-5	-6	0	98	-10	-7	-47	99	0	3
CCOC(=O)C(CC)n1cnc2c(cnn2-c2ccc(Cl)cc2)c1=O (centres undefined)	100	-4	-2	1	101	-2	-1	-17	99	0	-1

Part of the list above, showing only Mcl1 Noxa PPI, Bim-Bcl-XL and Bcl-2 Bim block:
| structure | Mcl1 Noxa PPI | Bim-Bcl-XL | Bcl-2 Bim block |
| --- | --- | --- | --- |
| Cc1cc(C)nc(NC(=O)CSc2nn(C)c(=S)s2)n1 | 8 | 2 | -5 |
| COc1ccc(CN2CCN(C(=O)CC(C)C)CC2)c2ccccc12 | 13 | -1 | -1 |
| CC1CN(S(=O)(=O)c2cccc(C(=O)OCC(=O)c3cccs3)c2)CC(C)O1 (centres undefined) | -1 | -3 | -3 |
| COc1ccc(OC)c(N=c2ssnc2Cl)c1 | 21 | 0 | 5 |
| CC1=C(C#N)C(c2cccnc2)C2=C(CC(c3ccc(Cl)cc3)CC2=O)N1 (centres undefined) | 11 | -9 | -6 |
| O=C(Nc1ccccc1)Nc1ccc(F)cc1F | -19 | 0 | -3 |
| Cc1[nH]cnc1CSCc1ccc(Cl)cc1 | 11 | -7 | 0 |
